Polio RdRp inh: inhibitors of poliovirus RNA polymerase binding and polymerization. % elongation, % (compound at 16.7 µg/mL). poliovirus polymerase elongation, fluorescence polarization; hits give low values. 150,000 tested, 0.66% active; in the data active = % elongation below about 90%; note: some results filed as inactive read as strong as hits
Target sequence (P03300 1749-2209 limits assumed): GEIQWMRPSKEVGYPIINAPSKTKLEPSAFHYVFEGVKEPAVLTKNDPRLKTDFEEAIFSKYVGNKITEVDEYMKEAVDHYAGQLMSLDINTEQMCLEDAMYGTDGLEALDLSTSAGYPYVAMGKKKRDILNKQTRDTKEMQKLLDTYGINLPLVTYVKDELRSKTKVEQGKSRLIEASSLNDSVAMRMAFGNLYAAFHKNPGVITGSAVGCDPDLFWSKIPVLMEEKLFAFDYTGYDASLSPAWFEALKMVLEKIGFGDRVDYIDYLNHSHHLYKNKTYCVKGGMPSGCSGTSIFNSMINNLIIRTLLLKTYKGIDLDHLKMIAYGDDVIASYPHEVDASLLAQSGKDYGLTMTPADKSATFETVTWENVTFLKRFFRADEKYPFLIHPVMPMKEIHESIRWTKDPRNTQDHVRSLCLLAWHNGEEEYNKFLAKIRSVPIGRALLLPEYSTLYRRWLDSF
Polio RdRp inh FP z-score: also measured in Polio RdRp inh; calls as there; z-score; measured here: FP z-score; hits read low
* marks the source's active call; other numbers are inactive results.

Molecule,Polio RdRp inh,Polio RdRp inh FP z-score
Cc1cc(C)c2c(=O)[nH]n(C3CCCCC3)c2n1,99,-0.2
CCCCCn1c(=NC(=O)c2ccncc2)c(C#N)cc2c(=O)n3ccccc3nc21,101,0
CCC(=O)N1c2ccccc2NC2=C(C(=O)CC(c3ccccc3)C2)C1c1ccccc1 (configuration not stated),103,0.2
Cc1cc(NC(=O)C2CC(=O)N(c3ccccc3C)C2)no1 (configuration not stated),104,0.7
Cc1c(C(=O)N2CCC(c3nc4ccccc4s3)CC2)oc2ccc(Cl)cc12,110,0.3
COc1ccc(CCNC(=O)c2ccc(Cn3c(=O)c4ccccc4n(Cc4cc(C)ccc4C)c3=O)cc2)cc1OC,110,1.2
Cc1cccc(NC(=O)c2cc3sccc3n2C)c1C,103,0.8
Cc1ccc2nc(SC(C)C(=O)c3c(N)n(C)c(=O)n(C)c3=O)[nH]c2c1 (configuration not stated),107,0.7
Oc1cc2c(cc1C(c1ccc(C(F)(F)F)cc1)N1CCN(c3ccccc3)CC1)OCO2 (configuration not stated),103,0.1
O=C(CSc1ncc(CO)n1Cc1ccc(Cl)cc1)Nc1ccc2c(c1)OCCO2,99,-0.6
C=C(C)Cn1c(-c2ccccc2)nc2ccccc21,104,0.5
O=C1Nc2ccccc2OC1CC(=O)N1CCN(Cc2ccc3c(c2)OCO3)CC1 (configuration not stated),102,0
CNc1nnc(-c2ccccc2)s1,103,0.4
CCn1nc(C)c(Br)c1-c1nc(-c2ccccc2)no1,103,-0.2
CCc1ccccc1NS(=O)(=O)c1ccc(NC(=O)N2CCCC2)cc1,107,0
Sc1cccc2cccnc12,101,0
CCc1nnc2c(NCc3ccc(F)cc3)nc3ccccc3n12,101,-1.1
COc1cc(-c2ccno2)ccc1S(=O)(=O)N1CCN(c2cccc(Cl)c2)CC1,106,0.1
CC1(C)C(=O)C2(C(=O)NCc3ccccc3)CCC1C2 (configuration not stated),98,-0.5
CCCN(CCC)C(=O)Cn1c(=O)n(-c2ccc(OC)cc2OC)c(=O)c2c3c(sc21)CCC3,98,-2.4
CCOC(=O)c1ccc(NC(=O)CCS(=O)(=O)c2ccc(C)cc2)cc1,106,-0.1
Cc1ccc(N(C)S(=O)(=O)c2ccc3[nH]c4c(c3c2)CCCC4)cc1,112,1.4
Cc1cc(NC(=O)CN2C(=O)S/C(=C\c3ccccc3)C2=O)no1,102,0.2
CCc1ccc(N2C(=O)C3C4CCCC4=C4CCCC4C3C2=O)cc1 (configuration not stated),105,1.3
COC(=O)c1ccc2c(c1)N(Cc1cc(C)ccc1C)C(=O)c1ccccc1S2,109,0.5
Cc1ccc(O)c(NC(=O)C2CC(c3ccc(Cl)cc3)=NO2)c1 (configuration not stated),101,0
CNC(=S)N(Cc1ccc2c(c1)OCO2)C1CCCC1,111,1.2
Cc1nc2ccccn2c1-c1nnco1,101,-0.5
Cc1ccc(-c2noc(CNC(=O)C(c3ccccc3)c3ccccc3)n2)cc1,104,0
N#Cc1c(Nc2ccccc2)c(C=NCCN2CCOCC2)c[nH]c1=O,102,0.1
CC(C)COc1ccc(C(=O)NCC2(N3CCN(C)CC3)CCCCC2)cc1,107,0
CCc1ccc(-n2c(=O)c3c(C)c(C(=O)N(C)C)sc3n(Cc3ccccc3F)c2=O)cc1,103,-0.6

Whole records from above. Order of screens: Polio RdRp inh	Polio RdRp inh FP z-score
`COC(=O)c1ccc2c(c1)N(Cc1cc(C)ccc1C)C(=O)c1ccccc1S2` reads 109	0.5
`Cc1nc2ccccn2c1-c1nnco1` reads 101	-0.5
`CC(C)COc1ccc(C(=O)NCC2(N3CCN(C)CC3)CCCCC2)cc1` reads 107	0
`Cc1ccc(O)c(NC(=O)C2CC(c3ccc(Cl)cc3)=NO2)c1` (configuration not stated) reads 101	0

Other entries.
Molecule,Polio RdRp inh,Polio RdRp inh FP z-score
COC(=O)c1ccc(COC(=O)c2cc(-c3ccco3)nc3ccccc23)cc1,105,0.4
CCOc1ccccc1C(=O)NCc1ccc2c(c1)CCN2C(=O)c1ccccc1,116,2.3
COc1ccc(C(=O)c2cnc3ccccn23)cc1Cl,106,1.2
O=C(CCN1CCN(C(c2ccccc2)c2ccccc2)CC1)N/N=C/c1cccnc1,103,1.2
CCCN(Cc1nnc(-c2ccco2)o1)C(=O)Cc1n[nH]c(=O)c2ccccc12,108,0.9
CCOCCCNC(=O)Nc1cc(C(=O)NCc2ccc(C(C)C)cc2)ccc1N1CCCC1,110,0.8
O=C(Nc1nc2ccccc2[nH]1)C1CCCN(C(=O)c2ccc(Cl)cc2)C1 (configuration not stated),103,0.1
S=C1NCCc2ccccc21,98,-0.8
S=C(Nc1ccccc1)N1CCC(c2ccccc2)=N1,100,-0.1
CC(=O)N1/C(=C/c2ccc(N(C)C)cc2)C(=O)c2ccccc21,102,0.3
COC(=O)c1c(C)nn(C(=O)c2ccc(Cl)cc2)c1-c1snnc1C,102,0.2
Cc1cc(=O)oc2cc(OC(C)C(=O)Nc3ccccc3)ccc12 (configuration not stated),100,0.2
O=C1CCCCCN1CP(=O)(O)CN1CCCCC1,104,0.4
CCN(CCN(C)C)C(=O)Cn1nc(Cc2ccncc2)c2ccccc2c1=O,101,0.1
CCOc1ncccc1C(=O)OCC(=O)Nc1ccc(Br)c(C)c1,100,-0.4
Cc1cnc(NC(=O)c2ccccc2C(F)(F)F)s1,107,0.7
C/C(=N\NC(=S)Nc1ccccc1C)c1ccc(O)cc1,75*,-2.8*
O=C(CCCSc1nc2ccccc2[nH]1)NC1=NCCS1,103,-0.1
CCc1ccc(NC(=O)c2ccc3c(O)c(S(=O)(=O)c4ccccc4)c(=O)[nH]c3c2)cc1,103,-0.4
COC(=O)c1ccccc1NC(=O)NC1CCCCC1,103,0.3
Cc1cc(C)cc(OC(C)C(=O)NCCCn2ccnc2)c1 (configuration not stated),105,1.1
COc1ccccc1NC(=O)CSc1oc(-c2cccs2)nc1S(=O)(=O)c1ccc(Br)cc1,106,0.2
Cc1cc(C)c(C#N)c(SC(F)F)n1,102,0.1
COc1cc2c(C#N)c(OC)nc(N)c2c(N)n1,103,0.2
c1coc(-c2nc3ccc4ccccc4c3c3c2CCCC3)c1,100,-0.5
COc1ccc(N2CCN(S(=O)(=O)c3ccc4c(c3)CC(C)N4C(C)=O)CC2)cc1 (configuration not stated),101,-1.1
CCOC(=O)/C(C#N)=C/c1sccc1C,105,0.6
CCOc1ccccc1N1CCN(C(=O)c2cc3c(s2)CCC3)CC1,104,0.7
Cc1oc(-c2ccccc2)nc1C(=O)N1CCN(c2ccccc2)CC1,111,1.1
Cn1c(-c2c(N)n(Cc3ccccc3)c3nc(C#N)c(C#N)nc23)nc2ccccc21,112,0.4
NNc1nccc(C(F)(F)F)n1,104,0.5
N#Cc1ccc(/C=N/n2c(-c3ccco3)csc2=Nc2ccccc2)cc1,49,-7.9
CS(=O)(=O)N1CCc2cc(C(=O)Cn3nc(C(=O)O)c4ccccc4c3=O)ccc21,102,0
COc1ccc(Cc2nnc(Nc3ccc(Cl)cc3Cl)o2)cc1OC,101,0
CN1C[C@H](CNC(=O)OCc2ccccc2)C[C@@H]2c3cccc4c3c(cn4C)C[C@H]21,98,-0.1
O=C1C=CC(=O)N1c1ccc2ccccc2c1,98,-0.9
O=C(NCC(c1ccc2c(c1)OCO2)N1CCN(c2ccccc2)CC1)C(=O)Nc1ccccc1F (configuration not stated),101,-1.5
Nc1nc(SCCOc2ccccc2)nc(-c2ccncc2)n1,110,0.1
CCOc1cc(-c2nnc(SCC(=O)NCc3ccccc3)nc2-c2ccc(OC)c(OCC)c2)ccc1OC,107,0.1
CCc1cccc(Nc2ncnc3onc(-c4ccc(F)cc4)c23)c1,114,0.8
COc1ccc(S(=O)(=O)n2nc(C)c(S(=O)(=O)N3CCCCCC3)c2C)cc1,110,0.6
COc1cc(NC(=O)c2ccc(NC(=O)N3CCSc4ncccc43)cc2)cc(OC)c1,107,0.3
CCC1CCCCN1C(=O)c1cc(-c2ccc(Cl)c(Cl)c2)on1 (configuration not stated),101,-0.2
Cc1cccc(NC(=O)CSc2nc3c(oc4ccccc43)c(=O)n2C(C)C)c1,104,-0.1
COc1ccc(NC(=O)n2ccc(C(=O)N3CCOCC3)n2)cc1,105,0.1
O=C(COc1cccc(Oc2ccccc2)c1)N1CCN(Cc2ccccc2)CC1,106,0.7
CC1CCc2onc(C(=O)N(C)c3ccccc3)c2C1 (configuration not stated),104,0.3
CCN(c1ccc(OC)cc1)S(=O)(=O)c1ccc2[nH]c(=O)ccc2c1,108,0.4
NC(=O)c1ccc(NC(=O)COC(=O)/C=C/c2ccc(Cl)cc2)cc1,102,0
CC(C)C(=O)NCCCc1nc2ccccc2n1C,102,0.1
COc1ccc(S(=O)(=O)N2CCN(C(=O)c3cc(-c4ccc(Br)cc4)n[nH]3)CC2)cc1OC,103,-0.6
Cc1cccc(-n2ncc(C(=O)N3CCC(C)CC3)c2C2CCN(C(=O)OC(C)(C)C)CC2)c1,95,-2.3
O=C(Nc1ccc(F)cc1)c1cc(=O)[nH]c2ccccc12,107,2.3
Cc1cc(C(=O)NCc2ccc3c(c2)OCO3)nc2c1c(C)nn2-c1ccccc1Cl,103,0.2
Cc1c(C(=O)NCCCN2CCCCC2)oc2ccc3c(c12)C(O)CC(C)(C)O3 (configuration not stated),108,2.9
Cc1ccc(Cl)cc1N1CCN(C(=O)c2ccc(C)c(-n3c(C)nc4cccnc43)c2)CC1,103,-0.7

The listing continues:
Molecule,Polio RdRp inh,Polio RdRp inh FP z-score
CCOc1ccc(NC(=O)Cn2c(=O)n(Cc3nc(-c4ccccc4)no3)c(=O)c3ccccc32)cc1,101,-1.4
CC1CCN(Cn2c(=S)oc3ccccc32)CC1,101,-0.4
Cc1ccc(NC(=O)C(OC(=O)c2c(C)noc2C)c2ccccc2)cc1Cl (configuration not stated),104,0.2
COc1ccc(C(=O)CC2(O)C(=O)N(Cc3cccc(C(F)(F)F)c3)c3ccccc32)cc1 (configuration not stated),104,-0.2
Cc1ccccc1NC(=O)NC1CCN(C(C)C)CC1,107,2.5
Cn1c(SCC(=O)N2c3ccccc3CCc3ccccc32)nnc1C1CC1,101,-0.3
COc1ccc(Cn2ccc3nc(C)c(C(=O)Nc4ccccc4)cc3c2=O)cc1,100,-0.2
COc1cccc(-c2nc(SCC(=O)NCC3CCCO3)c(-c3ccc(F)cc3)[nH]2)c1 (configuration not stated),115,0.8
Cc1ccoc1C(=O)Nc1ccccc1C(=O)O,101,-0.6
CS(=O)(=O)Nc1ccc(/C(N)=N/OC(=O)Nc2ccccc2)cc1,101,-0.1
COc1cccc(CNC(=O)c2ccc3c(c2)c(C)c(C)n3Cc2ccccc2)c1OC,110,0.7
Cc1ccccc1NC(=O)CSc1nc2ccccc2c2nc(CCn3cncc3C)nn12,110,1
Cc1ccc2cc(C#N)c(NCc3ccccc3)nc2c1,100,-0.6
O=C(NCC1c2ccccc2CCN1C(=O)CN1CCOCC1)C1CCCCC1 (configuration not stated),100,0
Cn1cc(C(=O)NCC2COc3ccccc3O2)c(=O)c2cc(S(=O)(=O)N3CCCCC3)ccc21 (configuration not stated),100,0
COc1ccc(CNC(=O)CCC2N=C3c4ccccc4N=C(SCC(=O)NCCc4ccc(OC)c(OC)c4)N3C2=O)cc1 (configuration not stated),101,-1.3

Overlap with the part before: seven compounds, then new ones.
Molecule,Polio RdRp inh,Polio RdRp inh FP z-score
CS(=O)(=O)Nc1ccc(/C(N)=N/OC(=O)Nc2ccccc2)cc1,101,-0.1
COc1cccc(CNC(=O)c2ccc3c(c2)c(C)c(C)n3Cc2ccccc2)c1OC,110,0.7
Cc1ccccc1NC(=O)CSc1nc2ccccc2c2nc(CCn3cncc3C)nn12,110,1
Cc1ccc2cc(C#N)c(NCc3ccccc3)nc2c1,100,-0.6
O=C(NCC1c2ccccc2CCN1C(=O)CN1CCOCC1)C1CCCCC1 (configuration not stated),100,0
Cn1cc(C(=O)NCC2COc3ccccc3O2)c(=O)c2cc(S(=O)(=O)N3CCCCC3)ccc21 (configuration not stated),100,0
COc1ccc(CNC(=O)CCC2N=C3c4ccccc4N=C(SCC(=O)NCCc4ccc(OC)c(OC)c4)N3C2=O)cc1 (configuration not stated),101,-1.3
COC(=O)c1ccc(Cl)cc1NC(=O)NCc1c(-n2cccc2)sc2c1CCCC2,104,-0.6
COc1ccc(S(=O)(=O)N(CC#N)Cc2ccco2)cc1OC,99,-0.5
CCOc1ccc(NC(=O)CCCc2nnc3n(C)c(=O)c4sccc4n23)cc1,120,0.5
CC1(C)CO/C(=C/C(=O)c2ccncc2)N1,104,0.1
Cc1ccc(O)c(-c2ccnc3cc(-c4ccc(Cl)cc4)nn23)c1,106,0.2
Cc1ccc(NC(=O)C2CCCN(S(=O)(=O)c3c(C)n[nH]c3C)C2)cc1 (configuration not stated),99,-0.5
CCN(Cc1ccc2c(c1)OCCO2)C(=O)c1ccc(=O)n(Cc2ccccc2)n1,95,-0.6
O=C1N/C(=C/c2ccsc2)C(=O)N1c1ccccc1,101,0.3
CCOC(=O)Cc1ccc(NC(=O)Nc2cc3c(cc2N2CCCCC2)n(C)c(=O)n3C)cc1,112,-0.1
CC(C)Nc1nc(Cl)nc(NCCO)n1,104,0.4
Cc1ccc(NC(=O)Cn2cnc3c(oc4ccccc43)c2=O)cc1,107,0.3

Source: PubChem BioAssay (ICCB-Longwood Screening Facility, Harvard Medical School)

A portion of the library; rates above refer to the full screens.
